Assay outcomes (PubChem)
ROMK primary: ROMK potassium channel modulators, primary screen, cell-based, thallium flux, MLSMR library; ATP-sensitive inward rectifier potassium channel 1 (Homo sapiens), P48048; Tet-inducible ROMK, thallium flux fluorescence; actives lie on both sides; B-score at 10 µM; 130,000 compounds, 2% hits; AID 1918, 2009;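 active means signal ratio slope over the read window, or its plate-corrected B-score, at least 3 SD from the plate mean, either direction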;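 further: B-score of the F/F0 ratio slope over 7 to 12 s after thallium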
Target sequence (P48048 whole entry, looked up): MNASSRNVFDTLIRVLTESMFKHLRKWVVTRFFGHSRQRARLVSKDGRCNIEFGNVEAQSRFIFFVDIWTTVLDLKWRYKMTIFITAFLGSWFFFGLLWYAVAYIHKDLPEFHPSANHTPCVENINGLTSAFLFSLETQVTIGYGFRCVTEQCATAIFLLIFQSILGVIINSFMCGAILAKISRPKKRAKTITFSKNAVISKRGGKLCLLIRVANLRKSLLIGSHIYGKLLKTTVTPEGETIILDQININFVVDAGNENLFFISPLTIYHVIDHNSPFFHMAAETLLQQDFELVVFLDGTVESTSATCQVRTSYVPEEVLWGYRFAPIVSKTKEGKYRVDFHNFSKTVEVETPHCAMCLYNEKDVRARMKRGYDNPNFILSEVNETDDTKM
Efa HMGR inh: inhibitors of E. faecalis class II HMGR, primary screen, biochemical, Enterococcus faecalis; HMG-CoA reductase (Enterococcus faecalis, mvaE); purified E. faecalis HMGR, NADPH absorbance 340 nm kinetic; inhibition, % at 10 µM; 190,000 compounds, 0.41% hits;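 active means inhibition above a set limit, the median over all tested compounds plus 3 SD, cut at about 9.5% in these data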;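 further: enzyme runs in reverse so mevalonate oxidation gives rising NADPH absorbance; 0% = complete reaction with DMSO and 100% = background rate lacking mevalonate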
DTT redox prof: compounds producing H2O2 with reducing agent – biochemical, NIH compound library profiling, artefact control for MLSCN library redox annotation, primary screen; AID 878, 2007; DTT-dependent redox cycling H2O2, phenol red/HRP absorbance; 100% = 100 µM peroxide control, 0% = buffer; activation, % at 10 µM; 200,000 compounds, 0.03% hits;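 active means activation of at least 50% relative to the plate's high and low controls in the primary single-dose screen; inactive means activation below 50%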;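 further: compound incubated with DTT at 0.8 mM final as the reducing agent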
PPARg SRC-2 ag: agonists of PPARg-SRC-2 recruitment, primary screen, biochemical, HTS; Peroxisome proliferator-activated receptor gamma (Homo sapiens), P37231; PPARgamma LBD-SRC-2 recruitment; activation, % at 8 µM; 200,000 compounds, 0.34% hits; AID 1032, 2008; in the data active means activation above about 22%;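 further: 0% = vehicle and 100% = reference agonist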
Target sequence (P37231 whole entry, looked up, the tested form may be a part): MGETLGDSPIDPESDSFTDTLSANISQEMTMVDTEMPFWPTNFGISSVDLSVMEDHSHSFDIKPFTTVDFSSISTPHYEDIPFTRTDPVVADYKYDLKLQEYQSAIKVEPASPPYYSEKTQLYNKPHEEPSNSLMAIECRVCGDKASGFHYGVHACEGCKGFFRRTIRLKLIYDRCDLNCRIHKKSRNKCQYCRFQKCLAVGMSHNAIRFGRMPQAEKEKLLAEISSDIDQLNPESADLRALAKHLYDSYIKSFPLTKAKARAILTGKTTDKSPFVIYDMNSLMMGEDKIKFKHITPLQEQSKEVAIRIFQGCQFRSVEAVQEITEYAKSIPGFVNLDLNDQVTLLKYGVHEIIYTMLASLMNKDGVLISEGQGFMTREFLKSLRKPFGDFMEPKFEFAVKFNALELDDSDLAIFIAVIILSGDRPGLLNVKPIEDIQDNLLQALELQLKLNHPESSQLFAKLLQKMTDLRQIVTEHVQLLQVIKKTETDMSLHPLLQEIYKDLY
Lmaj promast: Leishmania major promastigote growth inhibition, primary screen; Leishmania major promastigotes, resazurin fluorescence viability; inhibition, % at 10 µM; 200,000 compounds, 9% hits; in the data active means inhibition above about 50%;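 further: promastigotes grown with compound for 44 hours at 28 °C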
S1P3 antag: S1P3 receptor antagonists, primary screen, cell-based | inhibition, % at 4.98 µM | CHO S1P3 NFAT-BLA reporter, FRET fluorescence, antagonist mode | 170,000 compounds, 0.27% hits | AID 485, 2006;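 active means inhibition above the plate cutoff, the mean inhibition of test wells on that plate plus 3 SD, cut at about 28% in these data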;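 further: cells challenged with S1P at its EC80 of 0.8 µM; blue over green emission ratio from cleaved BLA substrate after 4 h stimulation; 0% = S1P-stimulated wells and 100% = unstimulated DMSO-only wells; some compounds past the cut are filed as inactive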
PPARg SRC1 recr: PPARgamma agonists recruiting SRC-1 coactivator, primary screen, biochemical; PPARgamma-SRC-1 coactivator recruitment biochemical assay; 200,000 compounds, 0.41% hits; activation, % at 8 µM; in the data active means activation above about 19%;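 further: 0% = DMSO and 100% = reference agonist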
SRC2 TRFRET art: TR-FRET signal artefacts, primary screen, artefact control for PPARgamma SRC-2 agonist project, biochemical | 200,000 compounds, 0.4% hits | TR-FRET artefact counter-screen; active compounds read high | AID 1049, 2008 | TR-FRET ratio at 8 µM; in the data active means TR-FRET ratio above about 2000; further: inactives centre near 1500
RAM network inh: inhibitors of the yeast RAM network, primary screen, dse1pr::URA3 reporter, 5-FOA selection; inhibition, % at 50 µM; 190,000 compounds, 1.8% hits; AID 868, 2007; S. cerevisiae dse1pr::URA3 reporter, 5-FOA growth OD615, 2 d; analog-sensitive cbk1-as2 kinase mutant strain;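 active means inhibition above a set limit, 3 SD over mean compound inhibition, cut at about 8.4% in these data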;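 further: 0% = DMSO-only wells with no growth and 100% = 10 µM 1-NA-PP1 full growth; inhibition rescues growth on 5-FOA so higher OD means more RAM inhibition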
PPARg SRC3 recr: PPARgamma agonists recruiting SRC-3 coactivator, primary screen, biochemical | Peroxisome proliferator-activated receptor gamma (Homo sapiens), P37231 | biochemical PPARgamma/SRC-3 coactivator recruitment assay | activation, % at 8 µM | 200,000 compounds, 0.26% hits; in the data active means activation above about 23%;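 further: 0% = DMSO and 100% = reference agonist; some compounds past the cut are filed as inactive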
bIAP inh: bovine intestinal alkaline phosphatase inhibitors, primary screen, selectivity assay for TNAP inhibitor project, biochemical, bovine IAP, CDP-star luminescence; alkaline phosphatase, intestinal [Bos taurus]; purified bovine IAP, 30 min; inhibition, % at 20 µM; 190,000 tested, under 10 active; AID 1019, 2008;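 active means over 50% inhibition of intestinal alkaline phosphatase at 20 µM in the single-dose screen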
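test system = bovine IAP enzyme | medium = DEA buffer 100 mM, pH 9.8, with MgCl2 1.0 mM, ZnCl2 0.02 mM | detection = luminescence | dosing = single compound dose of 20 µM, 2% DMSO final | incubation = 30 min reaction at room temperature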
Starred values were filed as active, the others as inactive; · = not tested or not shown.

SMILES	ROMK primary	Efa HMGR inh	DTT redox prof	PPARg SRC-2 ag	Lmaj promast	S1P3 antag	PPARg SRC1 recr	SRC2 TRFRET art	RAM network inh	PPARg SRC3 recr	bIAP inh
O=[N+]([O-])c1ccc(Nc2ccccc2)nc1	-0.78	-6	0.4	-10	56*	-2	-3	1586	-0.7	-2	5
Nc1c(C(=O)Nc2nc3ccccc3s2)sc2nc(-c3cccs3)ccc12	·	-4	1.6	6	1	·	8	1670	2.8	9	17
COc1ccc(/C=C/C(=O)Oc2ccc(/C=N/NC(=O)COc3c(C)cccc3C)cc2)cc1	·	-1	0.0	1	25	·	-2	1376	2.1	-3	14
CCOC(=O)C1=C(C)NC(=O)NC1c1cccs1 (stereo not drawn)	-0.052	0	-0.9	1	1	1	2	1616	-0.1	-3	-9
COC(=O)CSC1=C(C#N)C(c2cccc(OC)c2)CC(=O)N1 (stereo not drawn)	·	-2	0.0	3	-5	-43	-2	1646	0.8	7	5
COc1ccc(OC)c2sc(N3CCN(c4ccccc4)CC3)nc12	0.56	·	-1.2	4	-4	0	2	1552	·	0	·
O=Cc1ccc(-c2cc(Cl)ccc2Cl)[nH]1	-0.89	-1	-0.6	-2	25	4	0	1566	3.7	-4	4
O=[N+]([O-])/C(C(Cl)=C(Cl)Cl)=C(\Nc1ccc(F)cc1)n1cncn1	-0.12	1	0.4	7	-1	·	7	1552	-1.6	-1	2
CC(NC(=O)COC(=O)/C=C/c1ccco1)c1ccccc1 (stereo not drawn)	1	-5	-2.1	6	-4	-6	4	1627	0.1	6	-6
COC(=O)c1ccc(NC(=O)CN2CCN(c3ccccn3)CC2)cc1	-0.056	0	-1.6	1	-2	-19	0	1674	4.8	1	1
CCCCC/C=N\NC(=O)Cc1ccc([N+](=O)[O-])cc1	·	-4	3.5	-3	-3	2	6	1484	0.4	2	11
CCc1cc(=O)oc2cc(OCc3nn[nH]n3)ccc12	·	5	2.9	0	-8	-4	1	1357	0.5	-4	-2
CCOC(=O)c1c(NC(=S)NCC2CCCO2)sc(C)c1C (stereo not drawn)	3.5*	-5	0.1	1	-6	2	1	1762	5.3	11	-1
CCOC(=O)c1ccc(N/C=C\C(=O)c2cccc(OC)c2)cc1	·	1	-0.1	-3	-6	-5	2	1541	10*	-2	3
Cc1ccc(C(NC(N)=O)c2ccccc2)cc1 (stereo not drawn)	-1.3	-5	0.1	11	-4	·	1	1447	1.2	10	7

Shown in markdown: entries from further up
| SMILES | ROMK primary | Efa HMGR inh | DTT redox prof | PPARg SRC-2 ag | Lmaj promast | S1P3 antag | PPARg SRC1 recr | SRC2 TRFRET art | RAM network inh | PPARg SRC3 recr | bIAP inh |
| --- | --- | --- | --- | --- | --- | --- | --- | --- | --- | --- | --- |
| COc1ccc(/C=C/C(=O)Oc2ccc(/C=N/NC(=O)COc3c(C)cccc3C)cc2)cc1 | · | -1 | 0.0 | 1 | 25 | · | -2 | 1376 | 2.1 | -3 | 14 |
| CCOC(=O)C1=C(C)NC(=O)NC1c1cccs1 (stereo not drawn) | -0.052 | 0 | -0.9 | 1 | 1 | 1 | 2 | 1616 | -0.1 | -3 | -9 |
| COC(=O)CSC1=C(C#N)C(c2cccc(OC)c2)CC(=O)N1 (stereo not drawn) | · | -2 | 0.0 | 3 | -5 | -43 | -2 | 1646 | 0.8 | 7 | 5 |
| COc1ccc(OC)c2sc(N3CCN(c4ccccc4)CC3)nc12 | 0.56 | · | -1.2 | 4 | -4 | 0 | 2 | 1552 | · | 0 | · |
| O=Cc1ccc(-c2cc(Cl)ccc2Cl)[nH]1 | -0.89 | -1 | -0.6 | -2 | 25 | 4 | 0 | 1566 | 3.7 | -4 | 4 |
| O=[N+]([O-])/C(C(Cl)=C(Cl)Cl)=C(\Nc1ccc(F)cc1)n1cncn1 | -0.12 | 1 | 0.4 | 7 | -1 | · | 7 | 1552 | -1.6 | -1 | 2 |
| CC(NC(=O)COC(=O)/C=C/c1ccco1)c1ccccc1 (stereo not drawn) | 1 | -5 | -2.1 | 6 | -4 | -6 | 4 | 1627 | 0.1 | 6 | -6 |
| COC(=O)c1ccc(NC(=O)CN2CCN(c3ccccn3)CC2)cc1 | -0.056 | 0 | -1.6 | 1 | -2 | -19 | 0 | 1674 | 4.8 | 1 | 1 |
| CCCCC/C=N\NC(=O)Cc1ccc([N+](=O)[O-])cc1 | · | -4 | 3.5 | -3 | -3 | 2 | 6 | 1484 | 0.4 | 2 | 11 |
| CCc1cc(=O)oc2cc(OCc3nn[nH]n3)ccc12 | · | 5 | 2.9 | 0 | -8 | -4 | 1 | 1357 | 0.5 | -4 | -2 |

Continuation:
SMILES	ROMK primary	Efa HMGR inh	DTT redox prof	PPARg SRC-2 ag	Lmaj promast	S1P3 antag	PPARg SRC1 recr	SRC2 TRFRET art	RAM network inh	PPARg SRC3 recr	bIAP inh
COc1ccc2c(c1)c(=O)c(C(=O)c1ccc(Cl)cc1)cn2CC(=O)Nc1ccc(F)cc1	-0.68	-9	0.3	8	4	1	2	1594	3.2	5	4
Cc1cccc2c1N(C(=O)CN1C(=O)c3ccccc3C1=O)C(C)(C)c1ssc(=S)c1-2	-2.8	-3	0.5	-2	39	5	-1	1683	7.4	0	6
COCCn1c(C)c(C(=O)O)sc1=S	·	-6	1.6	11	-6	5	-5	1620	-1.3	-1	6
Cc1ccc([N+](=O)[O-])c(NC2OC(CO)C(O)C2O)c1 (stereo not drawn)	0.95	3	0.6	-1	-9	0	5	1537	1.2	0	0
COc1cccc(C2C=C(Nc3ccccc3)C(=O)N2c2ccccc2)c1 (stereo not drawn)	0.5	1	0.3	10	66*	-4	9	1633	0.3	8	-9
O=C(Nc1ccccc1)N1CC=C(c2ccc(F)cc2)CC1	-0.33	-5	5.5	-6	85*	15	1	1433	1.6	1	16
Cc1ccc(-c2nc3cc(N)ccc3o2)cc1	·	-2	2.7	-5	46	-31	0	1468	0.1	-2	5
O=C(CC1(O)C(=O)N(Cc2cccc3ccccc23)c2ccccc21)c1cccnc1 (stereo not drawn)	-1.3	-4	0.0	2	48	·	0	1473	2.9	0	16
CCCCOc1ccc(-c2nnn(C(C)C(=O)OCC)n2)cc1 (stereo not drawn)	-0.48	-6	-0.3	-3	3	-11	-10	1309	1.4	0	13
CCOC(=O)Cc1csc(NC(=O)c2ccc(Br)o2)n1	0.42	-3	0.1	7	-2	·	2	1651	-1.4	2	0
O=C(CN1C(=O)NC2(CCCCCC2)C1=O)N1CCN(S(=O)(=O)c2ccccc2)CC1	0.73	1	0.1	6	-6	-7	2	1573	-0.1	2	-10
O=C(O)C1CCCN1C(=O)OCc1ccccc1 (stereo not drawn)	·	-2	-3.9	0	2	15	1	1580	0.5	5	3
Cc1ccc(-c2nnc(SCC(=O)Nc3nccs3)n2N)cc1	·	-4	2.8	7	-6	·	-4	1363	8.2	-7	6
COc1ccc(N2CCN(C(=O)c3cc4c(-c5ccc(Cl)cc5)nn(C)c4s3)CC2)cc1	·	-7	-1.8	-11	26	-13	5	1703	5.7	9	3
COc1cc(NC(=O)CN(C)S(=O)(=O)c2ccc3c(c2)CCC(=O)N3)cc(OC)c1	·	-1	-1.2	8	-4	·	0	1640	5.5	2	-1
O=C(NCCCN1CCCCC1)c1ccc2c(=O)n(CCc3ccccc3)c(=O)[nH]c2c1	·	-4	-1.0	6	57*	·	0	1328	0.8	4	8
CCOC(=O)C1=C(C)NC(C)=C(C(=O)OCC)C1c1cc(N)ccc1OC(F)F	-2.3	1	0.9	0	55*	26	6	1353	1.6	-3	-4
CC(C)C(=O)Nc1ccc(N2CCCC2)c(Cl)c1	-1.1	1	0.7	3	0	-9	8	1598	1.1	5	0
COc1cc(COCC(O)CN2CCOCC2)cc(OC)c1OC (stereo not drawn)	·	-4	-0.6	3	-1	-10	-1	1574	0.2	7	0
O=C(CC(NS(=O)(=O)c1ccc(Cl)cc1)c1ccco1)NCc1ccco1 (stereo not drawn)	-1.1	-6	2.5	4	11	-10	2	1502	2.7	5	-6
CCNC(=O)CN(c1ccccc1OC)S(=O)(=O)c1cccs1	·	-9	0.1	-1	-4	-13	-9	1510	1.0	-2	-1
CC(=O)Nc1cc(-c2nn(C)c(=O)c3ccccc23)ccc1N1CCCCC1	-0.47	-5	0.6	1	-2	·	-13	1326	1.2	-13	5
Cc1ccc(OCCCN2CCOCC2)c([N+](=O)[O-])c1	0.23	-1	-0.2	-3	89*	3	7	1482	0.8	0	20
Cc1onc(-c2ccccc2Cl)c1C(=O)N1CCN(c2ccccc2)CC1	0.49	1	0.1	7	7	17	3	1522	2.1	-2	5
CCN(CC)c1nc(Oc2ccc(C(=O)OC)cc2)nc(N2CCOCC2)n1	-1.4	-4	-2.0	1	21	9	13	1545	-1.1	3	0
COc1ccc(CN2CCN(Cc3csc(C(C)=O)c3)CC2CCO)c(C)c1C (stereo not drawn)	-0.92	5	-0.2	-5	86*	-1	5	1447	-0.4	-5	-8
CCOC(=O)CCc1c(C)nc2c(c(C)nn2C(C)(C)C)c1C	·	-3	-1.2	3	-7	4	-1	1646	-0.6	2	0
COc1cccc(-c2cc(C(F)(F)F)nc(-n3cc(C)cn3)n2)c1	0.38	1	-0.1	7	27	-27	7	1710	4.0	2	-3
COC(=O)CNC(=O)COC(=O)c1ccc(OC)c([N+](=O)[O-])c1	0.35	2	-0.4	7	-6	-4	-1	1366	2.3	-1	-29
Cc1ccc2nc(NC(=O)C(NS(=O)(=O)c3cccc4nsnc34)C(C)C)sc2c1 (stereo not drawn)	·	-4	-0.3	-5	96*	·	-3	1580	0.7	5	-10
O=C(OCn1nnc2ccccc2c1=O)c1cccnc1	·	-3	1.8	-13	3	-7	6	1537	1.6	-8	-4
CCO[C@@H]1OC(C(=O)N2CCCCCCC2)=C[C@H](C2CCCCC2)[C@H]1CCCO	·	5	0.4	1	7	-23	4	1552	-0.6	4	-7
Cc1ccc(S(=O)(=O)n2nc(OC(=O)C3CCCCC3)cc2N)cc1	-0.3	0	0.0	-5	-2	-132	-8	1473	2.6	-11	18
CCSc1nc(-c2ccccc2)c2cc(Cl)ccc2n1	0.35	1	-0.5	7	1	3	3	1517	4.2	-1	0
O=C(NN=C1C2CC3CC(C2)CC1C3)c1cccc(S(=O)(=O)N2CCOCC2)c1	·	1	-0.1	4	31	-5	1	1630	0.1	0	9
CCN(CC)c1nc(-c2ccccn2)nc(-c2ccccc2)c1C#N	-1.1	-3	-0.9	-2	71*	3	0	1606	-1.1	-4	-5
CCCc1cc(C(=O)NC2CCCC2)no1	·	-5	-0.4	9	-8	1	4	1483	1.7	3	13
